Compound activity (PubChem BioAssay)
PRMT1 FP inh = PRMT1 (human) inhibition, primary screen; Q99873; recombinant PRMT1, activity-based probe fluorescence polarization; inhibition, % at 2.79 µM; hit rate 1.3% among 370,000; AID 652257;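 active means inhibition above about 21% made by adding two undisclosed values, limit read from the data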
SIAE primary = human SIAE inhibition, primary screen; hit rate 0.69% among 370,000; inhibition, % at 9.66 µM; SIAE FP-Rh probe binding, fluorescence polarization; Q9HAT2;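 active means inhibition above a cutoff: mean of compounds within the control limits plus 3 SD of those, cut at about 17% in these data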;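 further: 0% = plate median of compound wells and 100% = probe without SIAE protein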
rCAG RNA binder = r(CAG) repeat RNA binding. TO-PRO-1 dye displacement fluorescence. inhibition, % at 3 µM. hit rate 1.3% among 370,000. AID 651821;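 active means inhibition above the plate cutoff, the mean of all test compounds on that plate plus 3 SD, cut at about 35% in these data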;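 further: 0% = DMSO alone and 100% = 100 µM mitoxantrone as full dye displacement; higher means more dye released from RNA so lower well fluorescence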
LEDGF integ inh = blocks HIV-1 LEDGF/p75-dependent DNA integration; inhibition, % at 3.7 µM; hit rate 0.64% among 370,000; TR-FRET IN-LEDGF/p75 DNA integration, Eu/Cy5; AID 743269;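 active means inhibition above the screen-wide mean plus 3 SD, cut at about 13% in these data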;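 further: signal is the Cy5 over europium emission ratio at 671 and 618 nm; 0% = plate median of compound wells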
MBD2 DNA inh = blocks human MBD2 binding to methylated DNA; Q9UBB5; inhibition, % at 4.4 µM; AID 686964; hit rate 0.31% among 370,000; TR-FRET, MBD2 binding to methylated oligonucleotide; in the data active means inhibition above about 13%
NPR2 activator = GC-B (human) receptor activation. HEK293-GC-B cells, CNP EC30, cGMP TR-FRET; 0% at EC30 CNP, 100% saturating CNP. activation, % at 10 µM. hit rate 0.11% among 370,000. AID 1920062;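 active means activation at 10 µM reaching about 35% in either raw or pattern-adjusted values, limit read from the data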
Target sequence (P20594 whole entry, looked up): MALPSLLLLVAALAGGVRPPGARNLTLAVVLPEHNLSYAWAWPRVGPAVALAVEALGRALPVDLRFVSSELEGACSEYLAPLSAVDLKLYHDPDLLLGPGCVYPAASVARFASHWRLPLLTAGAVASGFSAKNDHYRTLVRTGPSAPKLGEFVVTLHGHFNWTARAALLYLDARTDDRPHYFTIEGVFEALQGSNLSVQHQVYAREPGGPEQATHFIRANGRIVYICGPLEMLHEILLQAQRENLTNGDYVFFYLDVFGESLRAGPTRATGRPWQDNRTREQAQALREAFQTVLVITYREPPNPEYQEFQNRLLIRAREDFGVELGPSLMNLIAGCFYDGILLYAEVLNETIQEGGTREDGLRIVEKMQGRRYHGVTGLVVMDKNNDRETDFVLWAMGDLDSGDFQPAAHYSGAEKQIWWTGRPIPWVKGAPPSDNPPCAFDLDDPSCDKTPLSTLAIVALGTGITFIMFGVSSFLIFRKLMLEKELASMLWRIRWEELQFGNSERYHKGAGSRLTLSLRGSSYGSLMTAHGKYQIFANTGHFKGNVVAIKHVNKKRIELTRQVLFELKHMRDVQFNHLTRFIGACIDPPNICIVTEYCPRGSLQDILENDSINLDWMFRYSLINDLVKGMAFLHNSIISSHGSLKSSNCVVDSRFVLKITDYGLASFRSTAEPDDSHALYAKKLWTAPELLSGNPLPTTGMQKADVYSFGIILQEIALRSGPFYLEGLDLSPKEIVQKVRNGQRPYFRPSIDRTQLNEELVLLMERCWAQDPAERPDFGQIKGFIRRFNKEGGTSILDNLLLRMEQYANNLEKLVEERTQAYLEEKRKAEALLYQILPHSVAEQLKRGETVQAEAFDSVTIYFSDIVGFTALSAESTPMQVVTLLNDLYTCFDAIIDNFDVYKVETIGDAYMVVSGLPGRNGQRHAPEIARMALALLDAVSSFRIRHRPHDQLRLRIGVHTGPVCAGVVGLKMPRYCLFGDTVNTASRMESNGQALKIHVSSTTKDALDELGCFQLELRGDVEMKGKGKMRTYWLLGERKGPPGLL
TCR CD3 inh = human TCR-CD3 binding inhibition. AID 651800. inhibition, % at 9.4 µM. hit rate 0.37% among 360,000. TAMRA-labeled TCR probe fluorescence, biochemical; in the data active means inhibition above about 19%;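 further: recombinant mutant TCR 2C K166C tagged with TAMRA read by polarization; 0% = receptor in buffer alone and 100% = receptor with positive control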
HTRA1 inhibitor = blocks human HTRA1 serine peptidase. Q92743. recombinant HTRA1, FP-rhodamine activity-based probe, fluorescence polarization. inhibition, % at 5.96 µM. hit rate 0.5% among 340,000. AID 504803; in the data active means inhibition above about 36%;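 further: 0% = enzyme with DMSO and 100% = wells lacking enzyme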
ABHD4 inh = inhibitors of mouse ABHD4. inhibition, % at 8.92 µM. hit rate 0.54% among 370,000. Q8VD66. AID 720543. purified mABHD4, FP-Rh probe fluorescence polarization;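 active means inhibition exceeding the mean over every tested compound plus 3 SD, cut at about 30% in these data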;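 further: 0% = plate median of compound wells and 100% = S159A mutant with DMSO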
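Material: mouse ABHD4 enzyme, wild type; Benchmarks: S159A mutant high control, sample median low control; Buffer or medium: HEPES pH 7.0, NaCl, Pluronic buffer; Signal: fluorescence polarization; Read-out: percent inhibition of probe binding, normalized to plate controls; Timing: pre-incubation 45 min, probe exposure 60 min, at 25 °C; Dosing: 8.92 µM, single dose.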
TDP2 inh = blocks human TDP2 phosphodiesterase activity. O95551. recombinant TDP2, T5PNP hydrolysis, p-nitrophenol absorbance 415 nm. inhibition, % at 12.8 µM. hit rate 0.34% among 370,000. AID 720702;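 active means inhibition above the mean of all tested compounds plus 3 SD, set per campaign, cut at about 25% in these data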;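 further: 0% = DMSO with enzyme and 100% = buffer with substrate but no TDP2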
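Incubation: 2 h at 37 °C; Test system: recombinant human TDP2; Quantity: enzyme 120 nM; Read-out basis: percent inhibition; Medium: 50 mM Tris-HCl pH 7.5 with Mg2+, KCl, DTT, BSA; Repeats: single replicate; Compound: 12.8 µM single point, 1% DMSO; Signal: epi absorbance; Reagent: 5 mM T5PNP chromogenic substrate; Benchmarks: no-enzyme high, DMSO-plus-enzyme low.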
* marks the source's active call; other numbers are inactive results; / = no result given. These rows are one share of the data. The share of hits here may be higher or lower than overall.

SMILES	PRMT1 FP inh	SIAE primary	rCAG RNA binder	LEDGF integ inh	MBD2 DNA inh	NPR2 activator	TCR CD3 inh	HTRA1 inhibitor	ABHD4 inh	TDP2 inh
CCn1c(COc2ccc(=O)n(-c3ccccc3)n2)nnc1SCc1cccc(OC)c1	1	0	-4	0	1	-2	4	3	8	8
CCOC(=O)c1cc(-c2ccncc2)nc2c1c(C)nn2-c1ccccn1	-2	-7	0	0	3	13	-1	-2	11	1
CCOc1cc(/C=C2\CCCc3c2nc2ccccc2c3C(=O)O)ccc1OC	117*	17	-187	-1	-13	8	17	0	32*	1
CC[C@H](C)[C@H](NC(=O)c1ccc(Cl)cc1)C(=O)OCC(=O)c1ccc2c(c1)NC(=O)CO2	-1	-2	0	4	-4	0	0	-16	-3	4
O=C1CC(N2CCSCC2)C(=O)N1c1ccc(Br)cc1 (stereo unspecified)	14	-6	-1	-7	2	7	-11	2	3	0
O=C1CSC(=NC2CCCCC2)N1	20	2	-1	7	2	3	1	-1	5	9
Cc1ccc(Nc2nc(CSc3nnc(-c4ccccc4C)n3C)cs2)cc1	4	2	3	-4	0	-7	-4	-7	9	-7
O=C(COC(=O)Cn1nc(-c2ccccc2)oc1=O)Nc1ccc(F)cc1	-5	-3	1	0	1	-2	5	5	3	5
CCn1ccnc1CN1CCc2c([nH]c3ccccc23)C1C1CCCCC1 (stereo unspecified)	-4	5	0	1	-4	4	8	1	4	-4
CCc1cccc(C)c1NC(=O)COC(=O)C(NS(=O)(=O)c1ccc(Cl)cc1)C(C)O (stereo unspecified)	-2	5	-3	-2	-3	-1	6	3	2	0
O=C(NCC1CCCO1)C(=O)N/N=C\c1ccc2c(c1)OCO2 (stereo unspecified)	-3	3	-1	2	-5	-10	4	5	9	6
CC(CCc1ccc(O)cc1)NCc1ccc(Br)cc1 (stereo unspecified)	0	5	5	3	1	-10	-4	1	8	-3
N=c1sccn1CC(=O)Nc1cccc(Oc2ccccc2)c1	0	-1	14	2	0	-3	-4	-1	-3	-4
CCOc1ccccc1NC(=O)c1cccc(NC(=O)c2ccco2)c1	-2	-10	-3	2	2	4	2	-10	0	-7
CCCCN(C(=O)COC(=O)CSc1cc(C)c2ccccc2n1)c1c(N)n(CCC)c(=O)[nH]c1=O	-3	4	4	1	2	0	1	0	1	-11

Three compounds from above, limited to ABHD4 inh and NPR2 activator.
structure	ABHD4 inh	NPR2 activator
N=c1sccn1CC(=O)Nc1cccc(Oc2ccccc2)c1	-3	-3
CCOc1ccccc1NC(=O)c1cccc(NC(=O)c2ccco2)c1	0	4
CCCCN(C(=O)COC(=O)CSc1cc(C)c2ccccc2n1)c1c(N)n(CCC)c(=O)[nH]c1=O	1	0

Further entries:
SMILES	PRMT1 FP inh	SIAE primary	rCAG RNA binder	LEDGF integ inh	MBD2 DNA inh	NPR2 activator	TCR CD3 inh	HTRA1 inhibitor	ABHD4 inh	TDP2 inh
O=C(C(=O)N1CCC(CNC(=O)c2cccnc2Cl)CC1)c1cc2ccccc2o1	5	2	1	5	7	0	1	/	-5	-9
CC(=O)c1ccc(NC(=O)C2CCCO2)cc1 (stereo unspecified)	3	-7	-2	-3	3	2	-8	10	4	0
CCCCCCCCNS(=O)(=O)/C=C/c1ccccc1CNC(=O)OC(C)(C)C	1	-4	2	-4	3	-4	/	/	-18	-3
O=C(Nc1ccccc1Cl)c1cc(C2CCCCN2C(=O)c2ccccc2)on1 (stereo unspecified)	-1	4	0	-1	1	4	4	/	2	2
Cc1ccc(O)c(C(=O)c2cc(C#N)c3nc4ccccc4n3c2)c1	-2	-5	4	2	1	14	-9	0	7	-1
CC(C(=O)OCC(=O)c1ccccc1)N1C(=O)C2C3CCC(C3)C2C1=O (stereo unspecified)	0	-7	-6	-6	-2	2	0	1	1	-7
Cc1cccc(OCCn2c(=S)[nH]c3ccccc32)c1	18	5	7	-2	4	0	-5	-19	-14	-7
Cc1ccc2oc(C(=O)NC3CCS(=O)(=O)C3)c(C)c2c1 (stereo unspecified)	0	-2	-3	-4	1	-5	-7	-2	-6	2
CSc1ccc(/C=N\NC(=O)COc2ccc(Cl)cc2Br)cc1	-2	-6	7	1	-3	8	4	-13	-20	-19
CCc1ccc(NC(=O)CSc2nccn(-c3ccc4c(c3)OCCO4)c2=O)cc1	22*	-3	7	-2	0	3	-5	-5	-2	-11
Cc1ccc(CS(=O)(=O)CCC(=O)NCCC(C)C)cc1	0	-8	-4	-4	2	3	-5	6	1	-11
CCCNC(=O)C1(C)CCN(C(=O)COCc2ccccc2)C1 (stereo unspecified)	-1	3	4	-2	0	0	-2	/	1	2
COC(=O)[C@H](C(C)C)N1Cc2nnn(CC3CCCCC3)c2-c2ccccc2S1(=O)=O	-1	-6	-2	4	-1	4	/	/	4	-6
CC1=C(C(=O)OC2CCCCC2)C(c2cccs2)n2c(nc3ccccc32)N1 (stereo unspecified)	2	-2	4	-2	2	-1	2	-6	6	7
O=c1cc(-c2ccccc2)n(S(=O)(=O)c2ccccc2)o1	-1	5	8	-1	1	3	9	-2	9	10
CC(C)Cc1cc(C(=O)N2CCCC(CO)(Cc3ccc(F)cc3)C2)no1 (stereo unspecified)	2	-2	-6	0	1	-2	5	-10	-5	14
CN(CCc1nc2ccccc2[nH]1)Cc1nc(CC2CC2)no1	0	2	-4	0	2	1	3	6	1	1
CC(=O)Oc1ccc(-c2csc(Nc3cccc(C)n3)n2)cc1	1	3	0	-1	-3	1	-6	18	3	3
COc1ccc(OC)c(-c2csc(NC(=O)Cc3cc(OC)c(OC)c(OC)c3)n2)c1	0	-1	4	-2	0	-1	6	-12	1	8
COc1ccc(OC)c(NC(=O)c2cccnc2Sc2cc(C)ccc2C)c1	0	-5	5	-1	4	-3	-5	-25	-17	4
NC(N)=NN=C(c1ccc(F)cc1)c1ccc(C(F)(F)F)cc1	-3	-6	12	2	1	-8	-2	-3	14	-6
CCOC(=O)Cc1csc(NC(=O)COc2cccc(C)c2)n1	3	-3	-4	-1	5	-5	-4	-2	3	-1
COc1ccc(N(C(=O)C(C)C)S(=O)(=O)c2ccc3ccccc3c2)cc1	-1	6	4	1	2	3	-5	-41	-2	6
COc1ccccc1NC(=O)CCN1C(=O)c2ccccc2C1=O	-1	1	1	1	-4	4	1	7	-2	-1
CN(Cc1cccc(F)c1)C(=O)CSc1nnnn1C1CC1	-1	6	-3	-2	-3	4	2	1	0	-2
Cc1ccc2nc(-c3ccccc3)cc(C(=O)O)c2c1	0	-3	4	1	1	-11	1	13	5	-9
O=C(N/N=C\c1ccc([N+](=O)[O-])o1)C1COc2ccccc2O1 (stereo unspecified)	-1	13	4	2	-3	-5	6	13	9	6
Cc1ccc(N(C)C(=O)c2ccc(CNc3c(N4CCC(C)CC4)c(=O)c3=O)cc2)cc1	-2	20*	-4	1	3	-8	-6	2	8	8
Cc1cc(C)cc(NC(=O)CCOc2ccccc2)c1	4	-1	-5	-2	6	-2	-1	-7	-1	8
CCOCCCNC(=O)Cn1cnc2sc(C)c(S(=O)(=O)N3CCN(c4ncccn4)CC3)c2c1=O	2	-6	-2	1	3	1	-4	10	-16	-12
CCOC(=O)c1sc(NC(=O)Nc2cccc(Cl)c2)cc1C	3	18*	32	0	2	-12	1	-7	-4	-2
NCC(c1ccco1)c1c[nH]c2ccccc12 (stereo unspecified)	2	9	16	1	2	0	-1	14	9	-8
COc1ccccc1C1(O)C(=O)Nc2ccccc21 (stereo unspecified)	-1	0	1	3	3	3	-4	-1	-8	0
COCCCn1c(SCC(=O)NC2CCCC2)nnc1-c1cccs1	-3	0	1	2	0	-7	-2	-2	-1	-11
Cc1ccc(S(=O)(=O)N2CCC(C(=O)NCCN3CCOCC3)CC2)cc1C	-1	10	-6	-3	-6	-1	-3	3	-2	7
O=C(OC1CCOC1=O)c1ccc(Cl)c(S(=O)(=O)N2CCOCC2)c1 (stereo unspecified)	-4	-7	6	2	-6	0	6	3	0	-5
Cc1ccc(NC(=O)c2ccc(C(C)(C)C)cc2)cc1-n1cnnn1	-3	-4	-1	0	-1	6	8	-6	-8	-14
Nc1ncnc2c1ncn2[C@@H]1O[C@H](CNCc2c(OCc3ccccc3F)ccc3ccccc23)[C@@H](O)[C@H]1O	3	2	9	6	5	-27	-10	-5	-13	4
CCOc1ccc(NS(=O)(=O)c2ccc(C(=O)NCCN3CCOCC3)cc2)cc1	1	6	-3	2	3	3	-1	2	4	-7
Cc1ccc(C(c2nnnn2CC2CCCO2)N2CCN(c3cccc(C)c3C)CC2)cc1 (stereo unspecified)	2	-7	-2	-1	3	-1	-5	-26	3	2
Cc1ccc(C)c(NC(=O)C2CCCN2C(=O)NC2CCCCC2)c1 (stereo unspecified)	-3	5	-5	1	-4	1	-3	-4	1	-6
C#CCN(Cc1ccccc1)S(=O)(=O)C=C	-1	1	0	2	8	5	6	/	-3	1
N=c1c2c(-c3ccccc3)c(-c3ccccc3)n(Cc3ccco3)c2ncn1CCCO	0	2	10	0	3	-24	5	/	2	-16
CC(OC(=O)CNC(=O)C12CC3CC(CC(C3)C1)C2)C(=O)Nc1ccc(S(N)(=O)=O)cc1 (stereo unspecified)	4	-3	2	2	-2	-2	-3	-2	5	-3
C=CCN1C(=O)CS/C1=N\S(=O)(=O)c1ccc(Cl)cc1	-1	-5	7	2	-4	1	-7	-5	-2	-4
CCOC(=O)N1CCN(c2c(NCc3ccccn3)c(=O)c2=O)CC1	1	9	1	-1	4	-1	-2	7	6	7
CC(=O)C1=C(O)C(=O)N(C)C1c1ccccc1F (stereo unspecified)	1	1	1	0	-2	1	6	-3	-5	12
CC(=O)N1N=C(c2cccc([N+](=O)[O-])c2)OC1c1ccc(Cl)cc1Cl (stereo unspecified)	-1	0	3	2	6	4	-2	-13	-7	9
Cc1c(C(=O)NCc2cccc(C(F)(F)F)c2)sc(=O)n1Cc1ccc(F)cc1	3	1	-3	-4	5	2	2	/	-9	1
COc1ccc(OC)c2c1sc(=NC(=O)C(C)(C)C)n2C	-1	-3	3	3	-4	-5	9	-4	9	3
CCOc1ccc(Br)cc1C(=O)N/N=C/c1c[nH]c2ccccc12	-2	2	11	5	4	0	-7	4	2	-10
N#Cc1ccc(NC(=O)COC(=O)CNC(=O)C2CCCCC2)cc1	1	4	5	-1	-1	-6	-1	6	-3	-6
COc1ccccc1N(C)c1cc2c(c3c1ccn3C)C1CCC2O1 (stereo unspecified)	0	12	3	-2	-3	-9	-2	/	8	11
O=C(/C=C/c1ccco1)Nc1ccc(Oc2ccccc2)cc1	10	-12	16	-2	-4	0	4	-47	-23	1
O=C(O)C[C@H]1c2cc(C(F)(F)F)ccc2S(=O)(=O)N1Cc1ccccc1	0	1	4	1	-2	3	0	-6	7	-1
